# High-throughput results: PubChem, The Scripps Research Institute Molecular Screening Center
# UHRF1 MBD2 ctr: blocks human UHRF1 binding to methylated DNA; Q96T88; UHRF1 binding to methylated oligo, TR-FRET; inhibition, % at 4.4 µM; hit rate 0.75% among 370,000; in the data active means inhibition above about 21%;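 further: UHRF1 SRA domain binding a hemimethylated CpG hairpin DNA probe; 0% = median of test compound wells and 100% = reference inhibitor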
# LEDGF integ inh: blocks HIV-1 LEDGF/p75-dependent DNA integration | TR-FRET IN-LEDGF/p75 DNA integration, Eu/Cy5 | inhibition, % at 3.7 µM | hit rate 0.64% among 370,000;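 active means inhibition above the screen-wide mean plus 3 SD, cut at about 13% in these data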;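 further: signal is the Cy5 over europium emission ratio at 671 and 618 nm; 0% = plate median of compound wells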
# PRMT1 inh: blocks human protein arginine methyltransferase 1; Q99873; inhibition, % at 2.79 µM; hit rate 1.3% among 370,000; recombinant PRMT1, activity-based probe fluorescence polarization;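 active means inhibition above about 21% made by adding two undisclosed values, limit read from the data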
# Tn7 DDE FP: DD(E)-Tn7 binding inhibition, primary FP screen. P02675. FP displacement of FITC-Tn7 peptide from fibrin DD(E); 0% = median of compound wells per plate. inhibition, % at 8.3 µM. hit rate 0.13% among 370,000. AID 720508;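 active means inhibition above the mean of compounds falling within the control limits plus 3 SD of them, cut at about 14% in these data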;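 further: 0% = plate median of compound wells and 100% = 10 µM Aha-Tn7 peptide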
#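 Assay system: Human clot-derived fibrin DD(E) complex | Buffer or medium: Tris/NaCl/CaCl2 buffer, pH 7.8 | Repeats: One replicate per compound | Benchmarks: Aha-Tn7 high control | Measure: % inhibition scaled between sample-field median and high-control FP | Schedule: 10 min plus 3 h, room temperature | Signal: Fluorescence polarization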
# DDE Tn6 FP inh: disrupts Tn6 cyclic peptide binding to fibrin D-Dimer-E complex; P02675; Fibrin DD(E) TRITC-Tn6 fluorescence polarization displacement; inhibition, % at 8.3 µM; hit rate 0.21% among 370,000; AID 720509;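 active means inhibition above a per-campaign cutoff: mean of compounds within control limits plus 3 SD, cut at about 15% in these data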;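 further: 0% = median of all compound wells on the plate and 100% = blocking peptide control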
# MBD2 inh: MBD2-methylated oligo binding inhibition; TR-FRET, MBD2 binding to methylated oligonucleotide; inhibition, % at 4.4 µM; hit rate 0.31% among 370,000; AID 686964; in the data active means inhibition above about 13%
# Target sequence (Q9UBB5 whole entry, looked up): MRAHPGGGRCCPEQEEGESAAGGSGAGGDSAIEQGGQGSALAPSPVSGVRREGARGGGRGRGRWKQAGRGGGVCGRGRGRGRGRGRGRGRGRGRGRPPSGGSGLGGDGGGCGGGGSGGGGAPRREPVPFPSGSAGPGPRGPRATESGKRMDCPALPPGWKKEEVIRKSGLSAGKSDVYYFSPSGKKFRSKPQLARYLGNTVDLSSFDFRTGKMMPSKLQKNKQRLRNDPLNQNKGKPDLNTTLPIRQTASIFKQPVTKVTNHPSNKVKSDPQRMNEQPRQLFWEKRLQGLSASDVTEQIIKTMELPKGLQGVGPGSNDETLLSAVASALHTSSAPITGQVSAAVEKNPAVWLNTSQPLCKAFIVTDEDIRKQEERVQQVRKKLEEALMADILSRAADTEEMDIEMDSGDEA
# TDP2 inh: blocks human TDP2 phosphodiesterase activity; AID 720702; recombinant TDP2, T5PNP hydrolysis, p-nitrophenol absorbance 415 nm; inhibition, % at 12.8 µM; hit rate 0.34% among 370,000;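 active means inhibition above the mean of all tested compounds plus 3 SD, set per campaign, cut at about 25% in these data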;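 further: 0% = DMSO with enzyme and 100% = buffer with substrate but no TDP2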
# Target sequence (O95551 whole entry, looked up): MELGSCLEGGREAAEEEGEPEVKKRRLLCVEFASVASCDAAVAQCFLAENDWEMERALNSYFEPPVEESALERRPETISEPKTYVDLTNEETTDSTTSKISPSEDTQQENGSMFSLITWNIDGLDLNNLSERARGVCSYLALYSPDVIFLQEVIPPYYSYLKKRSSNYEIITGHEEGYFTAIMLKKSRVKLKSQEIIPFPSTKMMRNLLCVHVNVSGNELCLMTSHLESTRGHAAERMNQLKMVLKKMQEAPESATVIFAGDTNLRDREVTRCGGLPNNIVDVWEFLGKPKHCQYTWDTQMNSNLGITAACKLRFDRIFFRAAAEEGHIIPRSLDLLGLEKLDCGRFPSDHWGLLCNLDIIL
#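 System: recombinant human TDP2 / Amount: 120 nM TDP2 per well / Also added: 5 mM T5PNP chromogenic substrate / Doses: 12.8 µM single point, 1% DMSO / Incubation: 2 h at 37 °C / Detection: p-Nitrophenol epi absorbance / Evaluation: % inhibition relative to enzyme-containing and enzyme-free wells / Repeats: singlicate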
# TCR CD3 inh: inhibitors of human TCR-CD3 interaction; TAMRA-labeled TCR probe fluorescence, biochemical; hit rate 0.37% among 360,000; inhibition, % at 9.4 µM; in the data active means inhibition above about 19%;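 further: recombinant mutant TCR 2C K166C tagged with TAMRA read by polarization; 0% = receptor in buffer alone and 100% = receptor with positive control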
# SIAE primary: blocks human sialic acid acetylesterase; AID 1053197; hit rate 0.69% among 370,000; SIAE FP-Rh probe binding, fluorescence polarization; Q9HAT2; inhibition, % at 9.66 µM;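 active means inhibition above a cutoff: mean of compounds within the control limits plus 3 SD of those, cut at about 17% in these data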;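 further: 0% = plate median of compound wells and 100% = probe without SIAE protein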
# KLK7 zymogen act: proKLK7 (human) activation, primary screen. purified proKLK7, EDANS-DABCYL substrate fluorescence; 100% is mature enzyme control, 0% vehicle. hit rate 0.9% among 370,000. P49862. activation, % at 7 µM;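 active means activation above the mean of all tested compounds plus 3 SD, computed per campaign excluding outliers beyond control limits, cut at about 13% in these data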
# Target sequence (P49862 whole entry, looked up): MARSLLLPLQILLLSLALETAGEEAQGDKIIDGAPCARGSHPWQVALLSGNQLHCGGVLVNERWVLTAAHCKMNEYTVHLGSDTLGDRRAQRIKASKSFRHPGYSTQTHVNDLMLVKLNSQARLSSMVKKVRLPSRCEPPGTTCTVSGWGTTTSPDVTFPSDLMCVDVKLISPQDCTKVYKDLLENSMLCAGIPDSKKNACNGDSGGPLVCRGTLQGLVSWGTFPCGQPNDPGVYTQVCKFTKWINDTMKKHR
# * hit, by the source's call; nt = not tested or not shown. Rows were taken by chance; any-hit rate near 4.6%.
SMILES,UHRF1 MBD2 ctr,LEDGF integ inh,PRMT1 inh,Tn7 DDE FP,DDE Tn6 FP inh,MBD2 inh,TDP2 inh,TCR CD3 inh,SIAE primary,KLK7 zymogen act
COc1ccc(CCNC(=O)c2ccc3c(c2)SC2=NS(=O)(=O)CCN23)cc1,-1,2,5,1,7,-6,15,7,4,0.3
Cc1ccc(-c2csc(/C(C#N)=C(\O)CN3CCN(C(=O)c4ccco4)CC3)n2)cc1,1,-2,1,4,-6,0,4,-2,1,0.4
Cc1ccc(CNC(=O)C2CCC(=O)N(Cc3ccc(Cl)cc3)C2)cc1F (centres undefined),2,-2,3,-1,-4,-3,-3,-11,6,-0.4
O=C(c1ccccc1)N1CCN(C(=S)NCc2ccc3c(c2)OCO3)CC1,0,-1,-3,-1,0,-4,-2,2,0,-0.1
C(=N\Nc1nc(N2CCCCCC2)nc(N2CCCCCC2)n1)/c1ccccc1,-5,-3,0,-2,7,4,8,4,-2,-0.4
COc1ccc(NC(=O)C(=O)NNC(=O)c2cccs2)cc1,1,2,1,-1,0,4,-2,-8,5,-0.2
Cc1ccc(NC(=O)Nc2ccccc2F)cc1S(=O)(=O)N1CCOCC1,0,2,-1,-2,-2,0,-11,0,-6,0.4
CCn1c(SCC(=O)Nc2ccc(S(N)(=O)=O)cc2)nnc1-c1cccc(OC)c1,1,-1,-2,-3,-5,-6,-18,3,-2,0.6
O=C1Nc2ccc(S(=O)(=O)NCCC3=CCCCC3)c3cccc1c23,-3,0,2,-3,-5,-1,-6,6,-1,18*
CC(=O)Nc1ccc(NC(=O)N2CCOCC2)cc1,1,-2,3,-1,1,5,6,-3,8,-0.5
Cc1cc2ncn(C3CC(O)C(CO)O3)c2cc1C (centres undefined),0,1,1,-1,8,-1,0,-6,-2,0.0
COc1ccc(NC(=O)C(=O)NCCCO)cc1Cl,2,-2,-1,-4,-9,0,11,-1,1,-0.1
COc1ccccc1N(C)S(=O)(=O)c1ccc(C(=O)OCC(=O)N(C(C)C)C(C)C)cc1,0,3,-2,-6,0,3,-10,2,-7,1.4
O=C1C2=C(NC(=S)NC2c2ccc(Cl)cc2)NC(c2ccc(Cl)cc2)N1c1ccc(Cl)cc1 (centres undefined),-10,-2,-2,3,-8,1,9,-7,0,-1.9
Cc1cccc(NC(=O)c2cccc(N3C(=O)C4CCC(C)CC4C3=O)c2)c1C (centres undefined),6,-6,2,3,-2,6,0,2,-6,-0.6
O=C(OCCOCCN=C1NS(=O)(=O)c2ccccc21)c1ccc(F)cc1,-3,3,0,0,-1,-4,9,1,4,0.1
COc1cc(NC(=O)CN2CCN(C(=O)c3ccco3)CC2)c(C)cc1[N+](=O)[O-],-1,-3,-4,3,-15,1,11,1,5,-0.4
COc1cc(C(=O)NCC(=O)NCC2COc3ccccc3O2)cc(OC)c1OC (centres undefined),-3,0,0,-1,2,0,22,-9,-5,-0.3
Cc1ccc(NC(=O)CSc2nnc(-c3ccccc3Br)o2)cc1C,0,2,5,11,0,3,-9,0,-14,1.0
COCCNC(=S)N/N=C(\C)c1ccc(OC(F)F)cc1,-2,-2,-2,-1,-6,3,12,-6,0,0.5
COc1ncnc(NS(=O)(=O)c2ccc(N)cc2)c1OC,-1,-1,-2,-9,-1,1,0,-2,0,0.6
CCOC(=O)c1ccc(NC(=O)c2ccc[n+]([O-])c2)cc1,2,-1,-3,-6,5,2,-5,3,-2,0.9
COC(=O)C1CCN(C(=O)Cc2c(OC)ccc3cc(Br)ccc23)CC1,1,-1,1,-3,-2,-1,15,-3,-1,-0.5
CC(=O)N1CCCc2cc(S(=O)(=O)N3CCCC(C(=O)NCc4ccccc4)C3)ccc21 (centres undefined),1,3,-2,0,1,-1,22,4,2,0.0
CC(C(=O)Nc1ccccn1)(c1ccccc1)c1ccccc1,-3,5,-6,2,0,-2,2,0,6,-1.2
CCN(CC)C(=O)C1CCCN(C/C=C/c2ccccc2[N+](=O)[O-])C1 (centres undefined),4,-5,1,0,0,4,11,-6,-5,0.1
CCc1ccc(NC(=O)CSc2nc(=O)n(CCCN3CCOCC3)c3c2CCCC3)cc1,0,-3,1,3,8,1,10,1,4,0.3
c1cc2c(cc1C1CCCCC1)c1c3n2CCN=C3CCC1,0,-1,-3,5,-3,-1,-7,6,8,2.2
Cn1nc(C(C)(C)C)cc1N1C(=O)CCC1(C)C(=O)NCc1ccccc1 (centres undefined),1,-1,2,0,-2,4,0,-5,1,0.7
O=c1cc(CN2CCOCC2)c2cc(Cl)c(O)cc2o1,40*,2,6,-5,-8,12,-5,4,3,54*

# Two of the compounds above, with tabs.
canonical_smiles	UHRF1 MBD2 ctr	LEDGF integ inh	PRMT1 inh	Tn7 DDE FP	DDE Tn6 FP inh	MBD2 inh	TDP2 inh	TCR CD3 inh	SIAE primary	KLK7 zymogen act
CC(C(=O)Nc1ccccn1)(c1ccccc1)c1ccccc1	-3	5	-6	2	0	-2	2	0	6	-1.2
CCn1c(SCC(=O)Nc2ccc(S(N)(=O)=O)cc2)nnc1-c1cccc(OC)c1	1	-1	-2	-3	-5	-6	-18	3	-2	0.6

# Continuation.
SMILES,UHRF1 MBD2 ctr,LEDGF integ inh,PRMT1 inh,Tn7 DDE FP,DDE Tn6 FP inh,MBD2 inh,TDP2 inh,TCR CD3 inh,SIAE primary,KLK7 zymogen act
Cc1ccc(C(=O)OCC(=O)Nc2ccc(Cl)cn2)s1,1,-2,4,-4,-1,2,3,-13,-4,-0.3
CCCCN(C)c1nc(C)nc2c1nnn2Cc1ccccc1,-4,5,1,-2,2,-6,1,nt,1,0.6
Cc1nn(C)cc1CNC(=O)C1C2CCC(C2)C1C(=O)O (centres undefined),1,3,-2,-1,-5,2,4,0,-1,0.1
COC(=O)C1=C(C)N(C)C(=NCc2ccc(OC)cc2)NC1c1cccc(C(F)(F)F)c1 (centres undefined),-1,0,-4,-2,0,-2,3,6,5,0.2
Cc1cc(C)c(O)c(NC(=S)NC(=O)Cc2ccccc2)c1,1,1,2,-3,5,1,-4,4,4,0.0
O=C(Cn1cnc2c(nnn2Cc2ccc(Cl)cc2)c1=O)NCC1CCCO1 (centres undefined),-5,-2,1,-3,-1,-1,0,8,6,1.4
COC(=O)C1CC(=O)N(c2ccc(C)cc2)C1 (centres undefined),2,-1,0,0,-1,2,2,-6,-3,-0.1
Cc1cccc(C(=O)OC(C)CN2CCN(C)CC2)c1 (centres undefined),0,-3,6,-2,-7,-1,7,0,0,-0.3
O=C(COC(=O)c1ccc(S(=O)(=O)N2CCc3ccccc3C2)cc1)NC(=O)NCc1ccco1,0,1,-1,5,2,4,-1,-2,-107,0.3
S=c1[nH]nc(CSc2nc3ccccc3s2)n1C1CCCCC1,-4,0,0,1,1,-1,1,6,0,-0.1
COc1ccc(NC(=O)NNS(=O)(=O)c2ccc(Br)cc2)cc1,-3,1,-1,-5,1,0,7,4,1,0.0
CCCCCCn1c(SCC(=O)Nc2cc(C)on2)nc2ccccc2c1=O,4,1,1,-4,3,0,-9,2,-3,-0.1
CCN(CC)c1ccc(S(=O)(=O)N2CCOCC2)cc1NC(=O)CN1C(=O)NC2(CCC(C)CC2)C1=O (centres undefined),0,-2,1,0,0,-5,-16,4,3,0.3
CC1=NN(/C(=N\c2nnc(C)s2)Nc2ccc(C(C)(C)C)cc2)[C@H](c2ccc(C)cc2)S1,-1,-2,-1,-7,0,0,-2,-5,-3,-0.5
O=C1CC(SCc2nc3ccccc3[nH]2)C(=O)N1c1ccc(Cl)cc1 (centres undefined),-11,-2,9,-3,-1,-3,6,-3,-4,-0.6
CCc1noc(C)c1C(=O)OCC(=O)N(CCOC)c1c(N)n(Cc2ccccc2)c(=O)[nH]c1=O,-2,6,-5,-2,1,-1,2,7,-7,0.1
FC(F)(F)c1ccnc(NCc2ccc(Cl)cc2)n1,-1,5,-1,-2,1,-3,0,-4,9,-0.9
N#C/C(=C\c1ccncc1)c1nc2ccccc2o1,-4,2,2,-3,-5,3,-5,0,-7,-6.4
CCCC1C2C(=O)N(c3ccc(OC)cc3)C(=O)C2ON1c1ccccc1 (centres undefined),-1,-2,-1,3,5,-4,-5,3,-9,0.0
CC(=O)N1CCc2c1cccc2S(=O)(=O)NC(CC(C)C)C(=O)Nc1ccc(Cl)c(Cl)c1 (centres undefined),-1,2,0,6,-9,2,1,nt,-3,-0.2
O=C1CCc2cc(S(=O)(=O)Nc3ccccc3)cc3c2N1CC3,4,-5,1,-2,-3,6,7,-4,0,0.3
COc1ccc(/C(O)=C/C(=O)C(=O)NNC(=O)c2ccccc2)cc1,1,-5,-1,-15,-2,2,7,3,4,-0.2
COc1ccc(-n2nnnc2C2c3ccccc3C(=O)N2C2CCN(Cc3ccccc3)CC2)cc1 (centres undefined),-2,-2,-3,5,12,-2,10,5,21*,0.5
Cc1cccc(C)c1NC(=O)C1(C)CN(S(C)(=O)=O)CC(=O)N1Cc1ccco1 (centres undefined),0,4,0,-3,-3,1,4,4,3,0.8
CCOC(=O)C1(Cc2ccccc2C)CCCN(C(=O)CCn2nccc2C)C1 (centres undefined),1,-5,0,-5,2,-1,0,-8,-4,0.5
COc1cccc(NC(=O)CN(C)C(=O)Cn2cnc3ccccc3c2=O)c1,-1,-5,0,5,5,0,17,2,7,0.1
CN1CCC(N(C)C(=S)NC(=O)C23CC4CC(CC(C4)C2)C3)CC1,-2,-1,1,2,-8,0,3,7,0,-0.2
Cc1ccc2c(CN(C)Cc3cccc(F)c3)cc(=O)oc2c1C,2,2,5,-2,-1,2,-25,4,-1,-0.1
O=C(N/N=C/c1ccc(O)cc1)c1cc(-c2ccc3c(c2)OCO3)n[nH]1,-1,0,1,-5,-8,0,-4,2,-13,-1.2
COc1ccccc1C(=O)C1CCCN(C(=O)C2CCCC2)C1 (centres undefined),2,0,0,1,-5,3,4,1,5,-0.1
COc1cc(F)ccc1-c1csc(C(NC(C)=O)c2ccccc2)n1 (centres undefined),2,-6,2,1,1,4,2,-4,3,-0.2
C=C1C(=O)O[C@@H]2[C@H]1CC[C@H](C)[C@]1(O)CCC(=O)[C@@]21C,-2,2,-2,5,2,-6,12,4,1,0.8
O=C(CCl)NCc1cc(-c2ccc(Cl)cc2)no1,0,3,1,3,0,0,-9,2,0,0.4
CC(C)NC(=O)Cn1cnc2c1c(=O)n(C)c(=O)n2C,-2,0,0,-2,-1,3,-6,7,-4,1.0
O=C(OCN1C(=O)c2ccccc2C1=O)/C(=C\c1ccco1)NC(=O)c1ccccc1,-2,5,3,2,-4,-5,13,-4,2,-0.1
CC1(c2ccc(OC(F)F)cc2)NC(=O)N(CC(=O)Nc2cccc(F)c2)C1=O (centres undefined),3,-3,2,2,3,6,-5,-1,-12,0.0
CCN(CC(=O)NC(C)C)C(=O)C(CCSC)NC(=O)c1ccccc1OC (centres undefined),15,-2,-1,-3,-4,1,4,-1,1,-0.1
CN(Cc1ccccc1)C(=O)c1ccc(NC(=O)Cc2ccc(NC(=O)C3CCN(C(=O)c4ccccc4)CC3)cc2)cc1,0,1,-2,-1,-6,1,-9,5,-5,0.5
